BioA inh = BioA (M. tuberculosis) enzyme inhibition; actives 0.096% (n = 360,000); inhibition, % at 9.99 µM; purified M. tuberculosis BioA enzyme, plate reader; in the data active = inhibition above about 40%; inconclusive = no clear call, values can overlap the other calls
Vc quorum ag = inducers of Vibrio cholerae quorum light production without autoinducers | activation, % at 18.7 µM | actives 0.16% (n = 350,000) | V. cholerae BH1578 lux reporter, luminescence, 6 h; in the data active = activation mostly above about 9.7%, no sharp cut-off; inconclusive = no clear call, values can overlap the other calls; inactive = mostly below about 3.7%; also: not every result past the cut was called active; inactives centre near 0; reference of the scale not given here
FadD28 FP inh = inhibitors of Mycobacterium tuberculosis FadD28 bisubstrate binding | actives 0.22% (n = 360,000) | FadD28 bisubstrate probe binding, fluorescence polarization | inhibition, % at 12.5 µM; in the data active = inhibition above about 8.5%, passing the limit was not always enough; inconclusive = no clear call, values can overlap the other calls
GDH-TPI counter = counter-screen for M. tuberculosis FBA inhibitors: GDH-TPI coupled enzymes; GDH-TPI coupled enzyme counterscreen, NADH absorbance; inhibition, % at 4.8 µM; actives 1.2% (n = 360,000); in the data active = inhibition above about 30%;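 also: 0% = DMSO wells and 100% = wells lacking the enzyme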
TcdB GH inh = TcdB glycohydrolase inhibition | P18177 | TcdB glycohydrolase enzymatic assay, plate reader | inhibition, % at 9.99 µM | actives 0.24% (n = 350,000) | AID 652162; in the data active = inhibition above about 10%
PfHsp40 yeast = rescue of PfHsp40-mediated yeast toxicity | actives 0.68% (n = 340,000) | growth rescue, % at 12.5 µM | S. cerevisiae expressing PfHsp40, growth rescue, ATP luminescence; in the data active = growth rescue above about 28%, passing the limit was not always enough; inconclusive = no clear call, values can overlap the other calls;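 also: yeast W303a lacking pdr1 and pdr3 grown in galactose medium; growth measured after three days at 30 °C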
Yp Topo-I inh = blocks Yersinia pestis topoisomerase I activity; activity, % at 10 µM; Y. pestis Topo-I cleavage product accumulation, plate reader; AID 504884; actives 0.064% (n = 360,000); in the data active = activity above about 50%, passing the limit was not always enough; inconclusive = no clear call, values can overlap the other calls; also: inactives centre near 2
UGM FP inh = Mtb UDP-galactopyranose mutase inhibition | purified UGM, fluorescence polarization probe displacement | inhibition, % at 10 µM | actives 0.06% (n = 320,000) | AID 504406; in the data active = inhibition above about 10%, passing the limit was not always enough; inconclusive = no clear call, values can overlap the other calls
FBA Mtb inh = inhibitors of M. tuberculosis fructose-bisphosphate aldolase. inhibition, % at 1 µM. P9WQA3. purified M. tuberculosis FBA, fluorescence read-out. actives 2.3% (n = 360,000); in the data active = inhibition above about 27%;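 also: 0% = vehicle and 100% = reference inhibitor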
* = called active by the depositor.

A first look (two entries):
How did C[C@@H]1COC(=O)[C@@H](CC(=O)OC(C)(C)C)C/C=C\C[C@H](CC(=O)N(CCO)Cc2ccccc2)C(=O)N1 do in these assays?
BioA inh: -0.3; Vc quorum ag: 0.3; FadD28 FP inh: -3.2; GDH-TPI counter: 9.9; TcdB GH inh: -3.2; PfHsp40 yeast: 0.8; Yp Topo-I inh: 11.0; UGM FP inh: -0.9; FBA Mtb inh: -0.7

What do the screens show for `CC1(C)OC(=O)N2CCc3ccccc3C21C` (stereo unspecified)?
BioA inh: 2.0; Vc quorum ag: -0.4; FadD28 FP inh: -3.1; GDH-TPI counter: 1.8; PfHsp40 yeast: -1.8; Yp Topo-I inh: 1.0; UGM FP inh: 3.8; FBA Mtb inh: 1.5

The list itself, repeating the preview:
How did C[C@@H]1COC(=O)[C@@H](CC(=O)OC(C)(C)C)C/C=C\C[C@H](CC(=O)N(CCO)Cc2ccccc2)C(=O)N1 do in these assays?
BioA inh: -0.3; Vc quorum ag: 0.3; FadD28 FP inh: -3.2; GDH-TPI counter: 9.9; TcdB GH inh: -3.2; PfHsp40 yeast: 0.8; Yp Topo-I inh: 11.0; UGM FP inh: -0.9; FBA Mtb inh: -0.7

What do the screens show for `CC1(C)OC(=O)N2CCc3ccccc3C21C` (stereo unspecified)?
BioA inh: 2.0; Vc quorum ag: -0.4; FadD28 FP inh: -3.1; GDH-TPI counter: 1.8; PfHsp40 yeast: -1.8; Yp Topo-I inh: 1.0; UGM FP inh: 3.8; FBA Mtb inh: 1.5

Results for CCOc1ccc(Oc2cc(NC(=O)c3ccco3)cc([N+](=O)[O-])c2)cc1 ?
Vc quorum ag: -0.6; FadD28 FP inh: -0.9; GDH-TPI counter: 2.2; PfHsp40 yeast: 0.0; Yp Topo-I inh: -2.5; UGM FP inh: 1.8; FBA Mtb inh: 2.1

How did Cc1ccc(S(=O)(=O)N2CCN(C(=O)C3CC(=O)N(c4ccc5c(c4)OCCO5)C3)CC2)cc1 (stereo unspecified) do in these assays?
BioA inh: -1.0; Vc quorum ag: -0.4; FadD28 FP inh: -4.5; GDH-TPI counter: -4.8; TcdB GH inh: 2.8; PfHsp40 yeast: 0.0; Yp Topo-I inh: 11.6; UGM FP inh: -1.1; FBA Mtb inh: 1.6

Results for CC(=O)c1cccc(CN2CCN(Cc3ccc(C)cc3)C(CCO)C2)c1 (stereo unspecified) ?
BioA inh: -2.4; Vc quorum ag: inactive; FadD28 FP inh: -0.5; GDH-TPI counter: 1.9; TcdB GH inh: 4.7; PfHsp40 yeast: -1.4; Yp Topo-I inh: 5.2; UGM FP inh: -1.9; FBA Mtb inh: 9.4

Results for Cc1cnc(NC(=O)c2ccc(F)c(S(=O)(=O)N3CCOCC3)c2)s1 ?
BioA inh: -1.6; Vc quorum ag: -0.4; FadD28 FP inh: -1.0; GDH-TPI counter: 27.8; TcdB GH inh: -8.2; PfHsp40 yeast: -1.7; Yp Topo-I inh: -0.7; UGM FP inh: -1.0; FBA Mtb inh: 2.1

What do the screens show for `CCOC(=O)C1C(C(C)=O)=C(c2ccccc2)c2ccccc2N1S(=O)(=O)C(F)(F)F` (stereo unspecified)?
BioA inh: 8.2; Vc quorum ag: 5.8; FadD28 FP inh: -2.5; GDH-TPI counter: 8.2; TcdB GH inh: 0.3; PfHsp40 yeast: 0.5; Yp Topo-I inh: 7.6; FBA Mtb inh: 1.1

Results for CC1(C(=O)NCc2cccc(C(F)(F)F)c2)CCN1Cc1ccc2ccccc2c1 (stereo unspecified) ?
BioA inh: 0.1; Vc quorum ag: -3.0; FadD28 FP inh: 2.7; GDH-TPI counter: -6.2; TcdB GH inh: 0.4; Yp Topo-I inh: -0.9; FBA Mtb inh: -0.7

Results for CCN(CC)C(=O)C(=O)c1cccn1-c1cccc(Cl)c1C#N ?
BioA inh: -1.4; Vc quorum ag: 5.9; FadD28 FP inh: 0.1; GDH-TPI counter: 4.0; PfHsp40 yeast: -0.4; Yp Topo-I inh: 5.0; UGM FP inh: 0.9; FBA Mtb inh: 1.2

How did CCN(CC)CCNC(=O)Cn1c(=O)c2cccn2c2ccc(F)cc21 do in these assays?
BioA inh: -0.3; Vc quorum ag: -8.3; FadD28 FP inh: 0.8; GDH-TPI counter: 0.9; TcdB GH inh: 0.4; PfHsp40 yeast: -1.6; Yp Topo-I inh: -3.3; UGM FP inh: -0.2; FBA Mtb inh: 6.5

What do the screens show for `CC1CCc2c(sc3ncn(CC(=O)N=Nc4c(O)[nH]c5ccccc45)c(=O)c23)C1` (stereo unspecified)?
Vc quorum ag: -0.3; FadD28 FP inh: -1.8; GDH-TPI counter: 10.4; TcdB GH inh: 1.0; PfHsp40 yeast: 0.2; Yp Topo-I inh: 4.4; UGM FP inh: -3.2; FBA Mtb inh: 3.0

Results for CC(C)C[C@H]1CNC(=S)N1CC1CCCN1C[C@H](CC(C)C)N1C[C@H](Cc2ccc(O)cc2)N(CC2CCCCCC2)C1=S (stereo partly specified) ?
BioA inh: -0.6; Vc quorum ag: inactive; FadD28 FP inh: -9.3; GDH-TPI counter: 15.1; TcdB GH inh: -2.1; PfHsp40 yeast: 0.9; Yp Topo-I inh: 7.6; FBA Mtb inh: -2.4

What do the screens show for `CCCN1C(=O)c2cc(C(=O)Nc3ccc(OC)cc3OC)ccc2C1Nc1ccc(OC)cc1OC` (stereo unspecified)?
Vc quorum ag: -0.4; FadD28 FP inh: -3.4; GDH-TPI counter: -1.9; TcdB GH inh: 0.3; PfHsp40 yeast: 1.1; Yp Topo-I inh: 5.4; UGM FP inh: -1.8; FBA Mtb inh: -1.9

What do the screens show for `O=C1CC(c2c[nH]c3ccccc23)C(=O)N1c1ccccc1` (stereo unspecified)?
BioA inh: 0.0; Vc quorum ag: inactive; FadD28 FP inh: -4.4; GDH-TPI counter: -0.9; PfHsp40 yeast: -0.3; Yp Topo-I inh: -4.8; UGM FP inh: 1.6; FBA Mtb inh: -4.4

How did COC1C(C)OC(OC2CC(C)(O)Cc3cc4c(c(O)c32)C(=O)c2c(O)cc3c(c2C4=O)OC2OC3(C)C(O)C(N(C)C)C2O)C(OC)C1(C)OC (stereo unspecified) do in these assays?
Vc quorum ag: 1.0; FadD28 FP inh: 3.9; GDH-TPI counter: 6.9; TcdB GH inh: -1.9; PfHsp40 yeast: 5.2; Yp Topo-I inh: -14.6; FBA Mtb inh: -3.6

How did CCCCn1ccnc1C(=O)c1cc(S(=O)(=O)N2CCOCC2)ccc1C do in these assays?
Vc quorum ag: inactive; FadD28 FP inh: -2.8; GDH-TPI counter: -10.4; PfHsp40 yeast: 0.3; Yp Topo-I inh: 1.5; UGM FP inh: 1.5; FBA Mtb inh: -0.7

What do the screens show for `Cc1ccn2cc(CCNC(=O)C3CCCCC3)nc2c1`?
BioA inh: -0.9; Vc quorum ag: -0.3; FadD28 FP inh: 1.1; GDH-TPI counter: -2.0; TcdB GH inh: 0.5; PfHsp40 yeast: 0.2; Yp Topo-I inh: 4.3; UGM FP inh: 1.6; FBA Mtb inh: 26.5

How did O=C1[C@H](Cc2ccccc2)NCC=CC[C@H](c2ccc(Cl)cc2)N1Cc1ccccc1 do in these assays?
BioA inh: -2.6; Vc quorum ag: inactive; FadD28 FP inh: -1.6; GDH-TPI counter: -3.1; TcdB GH inh: 1.7; PfHsp40 yeast: -0.9; Yp Topo-I inh: 5.0; FBA Mtb inh: 1.6

How did CC(C)(C)c1ccc(C(=O)NNC(=O)Cc2ccccc2)cc1 do in these assays?
BioA inh: -0.3; Vc quorum ag: -3.0; FadD28 FP inh: -3.2; GDH-TPI counter: -6.9; TcdB GH inh: 0.8; PfHsp40 yeast: -0.6; Yp Topo-I inh: -6.6; UGM FP inh: -3.8; FBA Mtb inh: -4.8

How did O=C(Cc1cccc(NC(=O)C2CCN(C(=O)C3CCC3)CC2)c1)Nc1cccc(C(=O)N2CCCC2)c1 do in these assays?
BioA inh: 1.0; Vc quorum ag: inactive; FadD28 FP inh: 0.8; GDH-TPI counter: 1.7; TcdB GH inh: 0.3; PfHsp40 yeast: inconclusive; Yp Topo-I inh: 11.8; UGM FP inh: 0.5; FBA Mtb inh: 1.2

What do the screens show for `COc1ccc(OC)c(C(=O)N2CCC(n3nccc3NC(=O)CC(C)C)CC2)c1`?
BioA inh: -3.2; Vc quorum ag: inactive; FadD28 FP inh: -2.7; GDH-TPI counter: -8.6; TcdB GH inh: 1.9; PfHsp40 yeast: -0.2; Yp Topo-I inh: -3.1; UGM FP inh: 0.4; FBA Mtb inh: 0.0

Results for CCC12CN3CCN(CC(C3)/C1=N\NC(=O)Nc1ccccc1)C2 ?
BioA inh: -0.7; Vc quorum ag: 0.3; FadD28 FP inh: -4.1; GDH-TPI counter: -0.8; PfHsp40 yeast: -0.2; Yp Topo-I inh: 1.7; FBA Mtb inh: 3.5

How did COc1ccc(NC(=O)c2ccc(C)cc2)cc1 do in these assays?
BioA inh: 0.3; Vc quorum ag: inactive; FadD28 FP inh: -2.1; GDH-TPI counter: -1.5; TcdB GH inh: 0.7; PfHsp40 yeast: 1.3; Yp Topo-I inh: -7.7; UGM FP inh: 2.2; FBA Mtb inh: -1.1

What do the screens show for `COc1cc(/C=N/NC(=O)Cn2nc([N+](=O)[O-])cc2C)cc(Br)c1OCc1ccccc1`?
BioA inh: -1.4; Vc quorum ag: inactive; FadD28 FP inh: inconclusive; GDH-TPI counter: 3.5; PfHsp40 yeast: 0.4; Yp Topo-I inh: 15.0; UGM FP inh: 0.3; FBA Mtb inh: -3.8

What do the screens show for `CNc1ccc(-c2cc(OC)ccc2OC)cn1`?
BioA inh: -0.4; Vc quorum ag: -0.7; FadD28 FP inh: -2.9; GDH-TPI counter: 9.3; TcdB GH inh: -3.0; Yp Topo-I inh: -4.2; FBA Mtb inh: 97.6*

How did Cc1ccc(OCc2nc3ccccc3n2C)cc1 do in these assays?
BioA inh: -2.6; Vc quorum ag: inactive; FadD28 FP inh: -3.5; GDH-TPI counter: -2.5; TcdB GH inh: 2.0; PfHsp40 yeast: 1.3; Yp Topo-I inh: -8.0; UGM FP inh: 0.8; FBA Mtb inh: -1.1

What do the screens show for `O=C(COc1ccccc1Cl)NC(=S)Nc1ccc(CN2CCOCC2)cc1`?
BioA inh: -0.5; Vc quorum ag: -0.4; FadD28 FP inh: -4.5; GDH-TPI counter: -11.6; TcdB GH inh: 0.8; PfHsp40 yeast: 0.2; Yp Topo-I inh: -2.3; UGM FP inh: 1.0; FBA Mtb inh: -2.7

How did C[C@@H]1NC(=O)OC1c1ccco1 (stereo partly specified) do in these assays?
BioA inh: 1.4; Vc quorum ag: -0.4; FadD28 FP inh: -2.4; GDH-TPI counter: 9.2; TcdB GH inh: 2.3; PfHsp40 yeast: 1.3; Yp Topo-I inh: 1.0; UGM FP inh: 1.7; FBA Mtb inh: 0.5

How did Cc1cc(C)c(C#N)c(SCC(O)COc2ccc(Br)cc2)n1 (stereo unspecified) do in these assays?
BioA inh: 1.9; Vc quorum ag: inactive; FadD28 FP inh: -5.1; GDH-TPI counter: 8.4; TcdB GH inh: 0.0; PfHsp40 yeast: 6.3; Yp Topo-I inh: 29.2; UGM FP inh: -1.1; FBA Mtb inh: 1.0

What do the screens show for `COc1ccc2nc(N/C(N)=N/S(C)(=O)=O)nc(C)c2c1`?
BioA inh: -0.3; Vc quorum ag: -0.2; FadD28 FP inh: -3.4; GDH-TPI counter: -1.2; TcdB GH inh: 0.7; PfHsp40 yeast: 0.5; Yp Topo-I inh: -9.0; UGM FP inh: -0.4; FBA Mtb inh: 52.8*

How did COc1ccc(C(=O)CSc2nnc(CNc3nc(-c4ccccc4)cs3)n2C)cc1 do in these assays?
BioA inh: 0.1; Vc quorum ag: 0.5; FadD28 FP inh: -1.4; GDH-TPI counter: 10.0; PfHsp40 yeast: 7.5; Yp Topo-I inh: 31.7; UGM FP inh: -2.3; FBA Mtb inh: 3.1

How did O=C(N/N=C/c1ccncc1)c1nc2ccccc2c(=O)[nH]1 do in these assays?
Vc quorum ag: -0.5; FadD28 FP inh: -0.4; GDH-TPI counter: 19.4; TcdB GH inh: 1.9; PfHsp40 yeast: -0.2; Yp Topo-I inh: -4.8; UGM FP inh: 0.2; FBA Mtb inh: 1.1

Source: PubChem BioAssay (several laboratories)
